From PubChem
APJ antagonist – APJ receptor antagonism | inhibition, % at 20 µM | AID 2521 | P35414 | CHO-K1 APJ beta-arrestin complementation, luminescence | 0.32% of 330,000 active;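 active = inhibition above about 40% at 20 µM, limit read from the data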;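 also: cells challenged with 10 nM apelin-13 agonist together with compound; plate controls were apelin-13 plus DMSO wells for no effect and DMSO wells lacking apelin-13 for full effect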
Target sequence (P35414 whole entry, looked up): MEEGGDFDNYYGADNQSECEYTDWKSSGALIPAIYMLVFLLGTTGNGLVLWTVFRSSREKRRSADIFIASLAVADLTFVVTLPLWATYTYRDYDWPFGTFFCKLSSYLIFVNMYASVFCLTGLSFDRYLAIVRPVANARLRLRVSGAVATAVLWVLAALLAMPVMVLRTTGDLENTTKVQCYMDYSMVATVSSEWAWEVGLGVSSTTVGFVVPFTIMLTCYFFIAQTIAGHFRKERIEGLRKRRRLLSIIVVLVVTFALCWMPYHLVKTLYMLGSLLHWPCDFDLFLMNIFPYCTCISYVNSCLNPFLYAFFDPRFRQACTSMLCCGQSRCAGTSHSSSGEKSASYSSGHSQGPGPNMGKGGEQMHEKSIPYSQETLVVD
697 NFkB inh – lowers PMA/ionomycin-induced NF-kB signal in 697 B cells. 697 B-cell NF-kB luciferase reporter, 16 h. inhibition, % at 4 µM. 0.33% of 330,000 active. AID 435022; in the data active = inhibition above about 35%
EBI2 antag – antagonists of human EBI2 receptor | P32249 | EBI2 beta-arrestin recruitment, luminescence, 7a,25-OHC stimulated | inhibition, % at 5 µM | 0.81% of 360,000 active; in the data active = inhibition above about 38%;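 also: enzyme fragment complementation signal reports receptor beta-arrestin coupling in cells; 0% = agonist plus DMSO wells and 100% = wells without agonist; some results beyond the cut were filed as inactive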
UBC13 polyUb – blocks human UBC13 polyubiquitin chain formation; P61088; TR-FRET; inhibition, % at 20 µM; 0.47% of 330,000 active; in the data active = inhibition above about 45%, passing the limit was not always enough; inconclusive = no clear call, values can overlap the other calls
Target sequence (P61088 whole entry, looked up): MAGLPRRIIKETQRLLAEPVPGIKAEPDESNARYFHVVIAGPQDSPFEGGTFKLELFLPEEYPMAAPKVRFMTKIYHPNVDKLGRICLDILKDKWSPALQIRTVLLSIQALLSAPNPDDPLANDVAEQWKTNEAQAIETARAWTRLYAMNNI
Jurkat NFkB inh – inhibitors of the PMA/ionomycin-induced NF-kB reporter in Jurkat cells. PMA/ionomycin-induced NF-kB luciferase reporter, luminescence. inhibition, % at 4 µM. 0.53% of 330,000 active; in the data active = inhibition above about 50%
CXCR6 inh – inhibitors of human CXCR6 receptor. O00574. CHO-K1 PathHunter CXCR6 beta-arrestin, luminescence. inhibition, % at 20 µM. 0.36% of 360,000 active. AID 602244; in the data active = inhibition above about 34%, passing the limit was not always enough;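 also: antagonist mode with CXCL16 agonist at 10 nM final; 0% = 10 nM CXCL16 with DMSO and 100% = unstimulated wells without agonist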
Target sequence (O00574 whole entry, looked up): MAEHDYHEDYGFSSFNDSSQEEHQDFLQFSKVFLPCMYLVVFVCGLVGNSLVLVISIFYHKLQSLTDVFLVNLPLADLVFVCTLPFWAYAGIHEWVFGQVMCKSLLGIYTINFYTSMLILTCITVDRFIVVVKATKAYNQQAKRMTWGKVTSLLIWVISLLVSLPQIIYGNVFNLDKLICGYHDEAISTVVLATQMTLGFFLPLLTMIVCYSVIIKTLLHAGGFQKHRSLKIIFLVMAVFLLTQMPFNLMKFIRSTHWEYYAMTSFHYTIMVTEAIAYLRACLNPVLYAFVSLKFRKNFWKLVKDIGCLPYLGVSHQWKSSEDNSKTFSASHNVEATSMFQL
Gli-Sufu block – Gli-Sufu pathway antagonism; Sufu-KO-LIGHT fibroblasts, Gli luciferase reporter luminescence; inhibition, % at 5 µM; 0.74% of 340,000 active; AID 588413;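 active = inhibition above about 55%, limit read from the data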;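 also: 0% = DMSO-treated cells and 100% = wells with medium but no cells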
CCR6 antag – blocks CCL20-driven beta-arrestin recruitment at human CCR6 | P51684 | CHO-K1 CCR6 PathHunter beta-arrestin, luminescence, CCL20-stimulated | inhibition, % at 20 µM | 0.49% of 340,000 active | AID 493098;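 active = compounds whose inhibition of the agonist-driven luminescence signal at 20 µM reaches about 50%, limit read from the data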;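 also: cells stimulated with CCL20 at 14 nM final; plate controls were DMSO with CCL20 for no effect and DMSO without agonist for full effect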
Active calls of the source: *; u = inconclusive; x = no result given; & = joins results of further samples.

SMILES	APJ antagonist	697 NFkB inh	EBI2 antag	UBC13 polyUb	Jurkat NFkB inh	CXCR6 inh	Gli-Sufu block	CCR6 antag
CCN(CC(=O)Nc1cccc(OC)c1)CC(=O)Nc1cccc2ccccc12	1	17	10	18	7	7	-4	2
CC(=O)c1ccc(OC(=O)CCc2nc3ccccc3s2)cc1	-6	16	3	12	13	-1	3	-4
c1cncc(CNc2ncnc3ccc(-c4ccc5c(c4)OCO5)cc23)c1	-10	-6	-3	8	10	5	-30	2
CC[C@@]1(C(=O)OC)N[C@H](CN(C)C(=O)Nc2ccc(C)cc2)[C@@H]2C(=O)N(C)C(=O)[C@@H]21	0	5	0	7	8	3	3	-3
COc1cccc(N(C(=O)CNC(=O)c2ccco2)C(C(=O)NC2CCCCC2)c2ccncc2)c1 (stereo not drawn)	0	-22	8	-2	-16	-8	-1	1
CCCOc1ccc(N/C=C/C(=O)C(C)(C)C)cc1	2	-16	6	-6	-38	-10	-18	9
C=CCC(C#N)(c1ccc(OC)c(OC)c1)c1cnccn1 (stereo not drawn)	3	-2	-9	-5	-19	2	9	1
COc1cccc(C(=O)NNC(=O)CCc2ccccc2)c1	-3	-7	-9	1	-1	5	-1	-17
CC(C)CCNC(=O)C(=O)NC1CCCC1	-1	-64	-11	-15	-53	-15	-37	1
Fc1ccccc1/C=C/c1ccc2ccccc2n1	-5	-248	27	7	-114	1	-85	16
O=C(c1ccc(N2CCOCC2)c([N+](=O)[O-])c1)N1CCN(S(=O)(=O)c2cccs2)CC1	8	13	-2	2	6	-8	3	-9
Cn1cccc1C(=O)OCC(=O)Nc1cccc(S(=O)(=O)N2CCOCC2)c1	-4	-2	-7	-6	2	-9	-1	8
CN(c1ccc(C(=O)N2CCCCCC2)cc1)S(=O)(=O)c1ccc(Cl)cc1	2	-38	16	-4	-1	-10	46	17
Cc1ccc(NC(=O)c2ccccc2NS(=O)(=O)c2ccc(Cl)s2)cc1S(=O)(=O)N1CCOCC1	1	-30	0	u	12	3	18	3
CC(OC(=O)C1CCCCC1)C(=O)Nc1ccc(S(N)(=O)=O)cc1 (stereo not drawn)	4	-9	0	8	-4	-2	-11	7
COc1cc(OC)c(OC)cc1CN1CCN(C(=O)c2cccc3ccccc23)CC1	16	3	-12	-2	-15	-6	18	5
Cn1c(CNC(=O)c2ccco2)nnc1SCC(=O)Nc1cccc(F)c1	-16	-9	5	-10	-4	-11	0	7
CCc1cc2c(NCC3CCCO3)nc(C)nc2s1 (stereo not drawn)	5	9	1	9	-10	-7	19	18
COC(CN(C)C(=O)c1cn(C)c2ccc(S(=O)(=O)N(C)C3CCCCC3)cc2c1=O)OC	26	-6	1	-9	-3	3	7	8
COc1cc(CN(C2CC2)S(=O)(=O)c2ccccc2Br)cc(OC)c1	x	7	1	x	x	3	-14	31
COc1nc(NC(=O)c2ccc(F)cc2)nc(OC)c1-c1ccccc1	12	-36	4	-4	-20	10	3	22
COc1cc(C)c(C(=O)Oc2cc(C)c(C(=O)O)c(O)c2)c(O)c1	-25	-23	-4	-14	-33	-1	-1	9
Cc1ccc(S(=O)(=O)NCCC(=O)O)cc1	-8	8	-19	1	-6	1	-2	1
O=C(Cn1c(C(F)(F)F)nc2ccccc21)c1ccc(F)cc1	16	2	11	5	4	26	-1	40
CN1CCN(C(=O)CSc2nc(-c3ccncc3)ccc2C#N)CC1	7	19	-4	0	17	8	-4	-27
CC(=O)Oc1ccc(-n2c(=O)c3ccccc3c3ccccc3c2=O)cc1	2	-1	0	15	10	10	-3	28
CN(CC(=O)Nc1ccccc1Cl)C(=O)COC(=O)CSc1ccc(F)cc1	0	21	-4	4	14	-1	-5	8
CN(C)c1ccc(NC(=O)c2cccc(N3C(=O)C4C5C=CC(C5)C4C3=O)c2)cc1 (stereo not drawn)	5	13	-6	-3	4	-7	0	-7
CCCN(CCC)S(=O)(=O)c1ccc(C(=O)Nc2c(C)n(C)n(-c3ccccc3)c2=O)cc1	-10	-4	1	-1	7	-2	-14	9
CCCCC(=O)Nc1ccc(C(=O)Nc2ccc(OC)cc2[N+](=O)[O-])cc1	-59	-5	0	-4	-16	-10	0	12
COc1cc(/C=C(\C#N)C(N)=O)ccc1OCc1c(C)no[n+]1[O-]	-9	8	5	-2	2	-7	1	11
Cc1ccc(-c2csc3ncnc(Oc4ccc5c(C)cc(=O)oc5c4)c23)cc1	-4	11	-4	1	-10	2	8	-3
N#CCSc1nnc(COc2cccc3ccccc23)n1-c1cccc(Cl)c1	-4	-12	14	14	-2	-7	7	3
COC(=O)c1ccccc1OCCCOc1ccc(C)cc1OC	-11	-139	x	-9	-15	x	x	x
O=C(CNC(=O)c1ccco1)N=Nc1c(O)[nH]c2ccc([N+](=O)[O-])cc12	21	15	-6	-15	-9	4	-7	36
CCCCNC(=O)C1CC(c2ccccc2[N+](=O)[O-])=NO1 (stereo not drawn)	-64	5	-8	-15	0	0	9	-3
O=C(COC(=O)c1cccc2c1C(=O)c1ccccc1C2=O)NC1CCCCC1	-14	-3	-12	-24	-11	-2	12	-8
O=C(NCc1ccccc1Cl)C1CCN(S(=O)(=O)c2ccc(-n3cnnn3)cc2)CC1	8	16	7	7	11	-10	-26	12
COc1ccc(CN(Cc2ccc(OC)cc2)C(=O)c2cccs2)cc1	8	8	1	2	8	6	-11	10
CC1Sc2ccc(S(=O)(=O)CCC(=O)NC3CCCCC3C)cc2NC1=O (stereo not drawn)	11	-9	-2	-5	-6	1	24	2

Next part; it opens with the 7 that closed the last part.
SMILES	APJ antagonist	697 NFkB inh	EBI2 antag	UBC13 polyUb	Jurkat NFkB inh	CXCR6 inh	Gli-Sufu block	CCR6 antag
COC(=O)c1ccccc1OCCCOc1ccc(C)cc1OC	-11	-139	x	-9	-15	x	x	x
O=C(CNC(=O)c1ccco1)N=Nc1c(O)[nH]c2ccc([N+](=O)[O-])cc12	21	15	-6	-15	-9	4	-7	36
CCCCNC(=O)C1CC(c2ccccc2[N+](=O)[O-])=NO1 (stereo not drawn)	-64	5	-8	-15	0	0	9	-3
O=C(COC(=O)c1cccc2c1C(=O)c1ccccc1C2=O)NC1CCCCC1	-14	-3	-12	-24	-11	-2	12	-8
O=C(NCc1ccccc1Cl)C1CCN(S(=O)(=O)c2ccc(-n3cnnn3)cc2)CC1	8	16	7	7	11	-10	-26	12
COc1ccc(CN(Cc2ccc(OC)cc2)C(=O)c2cccs2)cc1	8	8	1	2	8	6	-11	10
CC1Sc2ccc(S(=O)(=O)CCC(=O)NC3CCCCC3C)cc2NC1=O (stereo not drawn)	11	-9	-2	-5	-6	1	24	2
Cc1ncc(CO)c2c1Oc1nc(-c3ccccc3)nc(SCC(=O)N3CCCCC3)c1C2	-13	0	-18	16	17	1	-4	-6
Cc1cc(C)cc(N(CC(=O)NC2CCCC2)C(=O)CCC(=O)Nc2nccs2)c1	9	1	-9	5	2	-1	11	20
Cc1ccc(SC(C)C(=O)O/N=C(\N)c2ccncc2)cc1 (stereo not drawn)	-27	-40	9	-2	-15	-10	6	-19
CCOC(=O)Cc1nc(-c2cccc(C(F)(F)F)c2)no1	0	-2	-4	-7	9	-3	0	12
COC(=O)C1=CN(Cc2cccs2)C=C(C(=O)OC)C1c1cccc(O)c1	13	4	6	11	-14	12	0	11
O=C(NC(=S)NCCN1CCOCC1)c1ccccc1Br	-13	12	-5	2	-4	6	1	0
O=C(Nc1ccc(Cl)c(S(=O)(=O)N2CCOCC2)c1)c1ccccc1-c1ccc(C(F)(F)F)cc1	-12	-18	-1	-9	-5	-15	2	-16
Cc1cccc(NC(=O)CN2CCN(C(=O)c3ccc(-c4nc5ccccc5s4)o3)CC2)c1C	-77	-84	15	1	-46	4	6	10
CCc1ccc(OCC(O)CN2CCN(c3ccccc3)CC2)cc1 (stereo not drawn)	-13	7	25&23	2	0	-3&-2	3&-5	3&-7
CC(OC(=O)CCc1nc2ccccc2c(=O)[nH]1)C(=O)NC1CCCC1 (stereo not drawn)	3	5	-8	9	-3	3	-1	16
Nc1nc(Nc2ccccc2F)nc(NC2CCCCC2)c1[N+](=O)[O-]	-11	-9	6	1	5	-1	-5	24
O=C(CN(c1ccc(F)cc1)S(=O)(=O)c1ccc2c(c1)OCCO2)NCC1CCCO1 (stereo not drawn)	-28	15	-9	-2	1	2	x	-22
CC(=O)c1sc(-c2ccc(F)cc2)cc1NS(=O)(=O)c1ccccc1	1	-7	-3	9	-14	0	27	4
CC(=O)c1ccc(N2CCN(C(=O)C3CCN(S(=O)(=O)c4ccc5c(c4)CC(C)N5C(C)=O)CC3)CC2)cc1 (stereo not drawn)	7	7	1	-7	9	-6	27	1
O=C(Cn1c2ccccc2c(=O)c2ccccc21)N/N=C/c1cc([N+](=O)[O-])ccc1N1CCCCCC1	24	-2	11	-12	-11	12	19	29
NCCSC1CC(=O)N(Cc2ccc(F)cc2)C1=O (stereo not drawn)	-34	13	-13	-3	6	-13	-5	-1
CCCc1nc2sc3ccccc3c(=O)c2c(=O)n1CCOC	1	18	x	20	11	x	x	x
N#Cc1nnn2c1nc(N)c1c(F)cccc12	7	-24	-7	8	-11	-4	0	-1
Cc1ccc(C(=O)Nc2ccc(N3CCOCC3)c3nonc23)cc1[N+](=O)[O-]	15	10	9	-34	-2	7	-15	21
CC(=O)N1c2ccc(S(=O)(=O)N3CCC(C(=O)N4CCN(c5ccccc5F)CC4)CC3)cc2CC1C (stereo not drawn)	7	-14	2	-6	-4	-6	43	11
CCN(CC)C(=O)Cn1cc(C(=O)C(=O)N2CCc3ccccc32)c2ccccc21	8	8	-4	-12	-1	3	-2	7
CCCS(=O)(=O)c1nc(S(=O)(=O)c2ccc(C)cc2)c(N2CCN(CCO)CC2)s1	9	-7	-1	-8	8	5	12	-3
CCOC(=O)C1(Cc2ccc(OC)cc2)CCN(C(=O)CCN2CCCC2=O)CC1	-12	15	-14	-3	3	3	0	3
NC(=O)CSc1nnc(Cc2ccc3c(c2)OCO3)o1	17	7	-5	11	16	5	16	-3
Cc1ccc(/C=C/C(=O)NCCc2cccc(Cl)c2)o1	-1	-23	14	-12	6	15	14	7
Cc1ccc(CNC(=O)c2ccc(N3CCC4(CC3)CC(c3cccc(Br)c3)=NO4)c([N+](=O)[O-])c2)cc1	15	14	15	-35	32	0	20	19
Cc1ccc(/C=N/N2CCN(c3ccc(Cl)cc3)CC2)o1	5	4	3	-1	11	0	2	8
O=C(c1cc(-c2ccco2)on1)N1CCN(C(c2ccccc2)c2ccccc2)CC1	20	-1	91*	-2	-12	17	5	18
CN(C)/C=C1\SC(=S)N(c2ccc(F)cc2)C1=O	21	3	-5	3	-1	13	-1	6
Cc1cc(C(=O)COc2ccc3ccc(=O)oc3c2)c(C)n1Cc1cccs1	-12	-20	4	2	-6	2	-7	17
CCOC(=O)c1c(NC(=O)c2nn(CC)cc2Br)c(C#N)cn1-c1ccccc1	0	10	3	7	3	2	13	7
C=CCOc1ccc(C2NC(=O)c3ccccc3O2)cc1OCC (stereo not drawn)	9	-13	-7	3	13	13	-21	1
CC(C)C[C@H](NC(=O)c1nc[nH]c1C(=O)NC(c1ccccc1)c1ccccc1)C(=O)OC(C)(C)C	4	-7	-9	-56	7	3	11	-6
CCc1ccc(Oc2nnnn2-c2ccc(C(N)=O)cc2)cc1	-10	13	-12	19	12	-4	1	0
O=C(O)C1C2C=CC(O2)C1C(=O)Nc1ccc(S(=O)(=O)N2CCc3ccccc32)cc1 (stereo not drawn)	6	3	-2	-4	-18	3	7	10
O=C(Cn1ncc2c(=O)oc3ccccc3c21)NCC1COc2ccccc2O1 (stereo not drawn)	2	-8	-5	8	20	2	4	13
CCN(CC)S(=O)(=O)c1cccc(NC(=O)c2ccc(Br)cc2)c1	-12	1	19	-8	-1	10	12	7
O=C(NCC1CCCO1)c1cccc(S(=O)(=O)N2CCCCC2)c1 (stereo not drawn)	3	-16	6	-1	-12	11	-2	-1
O=C(c1ccc2c3c(cccc13)CC2)C1CCCN(Cc2ccc(OCCO)cc2)C1 (stereo not drawn)	-14	3	-2	27	5	-14	24	23
